# NPR2 activator: GC-B (human) receptor activation; P20594; 370,000 tested, 0.11% active; activation, % at 10 µM; HEK293-GC-B cells, CNP EC30, cGMP TR-FRET; 0% at EC30 CNP, 100% saturating CNP;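 active = activation at 10 µM reaching about 35% in either raw or pattern-adjusted values, limit read from the data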
# ABHD4 inh: ABHD4 (mouse) inhibition, primary FP screen; Q8VD66; inhibition, % at 8.92 µM; purified mABHD4, FP-Rh probe fluorescence polarization; 370,000 tested, 0.54% active;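 active = inhibition exceeding the mean over every tested compound plus 3 SD, cut at about 30% in these data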;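 also: 0% = plate median of compound wells and 100% = S159A mutant with DMSO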
#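 Assay system: mouse ABHD4 enzyme, wild type / Also added: fluorescent activity-based probe FP-Rh / Doses: single nominal dose of 8.92 µM, 0.89% DMSO final / Timing: 45 min compound pre-incubation plus 60 min probe step, 25 °C / Signal: FP readout, ex 525 nm / em 598 nm / Control set: S159A mutant/DMSO as 100%, compound-well median as 0%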
# TCR-CD3 inh: human TCR-CD3 binding inhibition | TAMRA-labeled TCR probe fluorescence, biochemical | inhibition, % at 9.4 µM | 360,000 tested, 0.37% active | AID 651800; in the data active = inhibition above about 19%;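 also: recombinant mutant TCR 2C K166C tagged with TAMRA read by polarization; 0% = receptor in buffer alone and 100% = receptor with positive control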
# SIAE inh: inhibitors of human sialic acid acetylesterase SIAE. SIAE FP-Rh probe binding, fluorescence polarization. inhibition, % at 9.66 µM. 370,000 tested, 0.69% active;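 active = inhibition above a cutoff: mean of compounds within the control limits plus 3 SD of those, cut at about 17% in these data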;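 also: 0% = plate median of compound wells and 100% = probe without SIAE protein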
# Target sequence (Q9HAT2 whole entry, looked up): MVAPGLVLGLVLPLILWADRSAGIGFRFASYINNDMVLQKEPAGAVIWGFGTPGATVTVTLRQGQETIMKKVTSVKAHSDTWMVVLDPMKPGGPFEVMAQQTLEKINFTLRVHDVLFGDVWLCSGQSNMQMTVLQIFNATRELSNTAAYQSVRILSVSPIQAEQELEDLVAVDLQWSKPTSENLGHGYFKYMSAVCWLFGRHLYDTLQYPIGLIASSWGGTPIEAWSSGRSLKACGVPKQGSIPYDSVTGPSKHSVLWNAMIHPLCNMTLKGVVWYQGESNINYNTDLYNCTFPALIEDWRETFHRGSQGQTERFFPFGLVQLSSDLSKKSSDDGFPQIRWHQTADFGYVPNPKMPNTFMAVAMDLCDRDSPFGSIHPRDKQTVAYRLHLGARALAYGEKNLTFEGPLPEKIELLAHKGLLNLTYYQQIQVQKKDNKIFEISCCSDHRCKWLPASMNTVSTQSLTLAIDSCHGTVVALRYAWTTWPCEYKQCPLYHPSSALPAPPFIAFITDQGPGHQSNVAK
# PRMT1 FP inh: inhibitors of human PRMT1. Q99873. inhibition, % at 2.79 µM. recombinant PRMT1, activity-based probe fluorescence polarization. AID 652257. 370,000 tested, 1.3% active;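 active = inhibition above about 21% made by adding two undisclosed values, limit read from the data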
# GC-A act: GC-A (human) enzyme activation; 370,000 tested, 0.14% active; P16066; AID 1671463; HEK293 GC-A cells, cGMP TR-FRET, EC30 ANP; 0% at EC30 ANP, 100% saturating ANP; activation, % at 10 µM; in the data active = activation above about 40%
# UHRF1 MBD2 ctr: blocks human UHRF1 binding to methylated DNA | Q96T88 | UHRF1 binding to methylated oligo, TR-FRET | inhibition, % at 4.4 µM | 370,000 tested, 0.75% active; in the data active = inhibition above about 21%;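 also: UHRF1 SRA domain binding a hemimethylated CpG hairpin DNA probe; 0% = median of test compound wells and 100% = reference inhibitor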
# rCAG binder: r(CAG) repeat RNA binding; inhibition, % at 3 µM; TO-PRO-1 dye displacement fluorescence; 370,000 tested, 1.3% active; AID 651821;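 active = inhibition above the plate cutoff, the mean of all test compounds on that plate plus 3 SD, cut at about 35% in these data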;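 also: 0% = DMSO alone and 100% = 100 µM mitoxantrone as full dye displacement; higher means more dye released from RNA so lower well fluorescence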
# MBD2 inh: inhibitors of human MBD2 binding to methylated oligonucleotide; Q9UBB5; 370,000 tested, 0.31% active; inhibition, % at 4.4 µM; TR-FRET; in the data active = inhibition above about 13%
# Target sequence (Q9UBB5 whole entry, looked up): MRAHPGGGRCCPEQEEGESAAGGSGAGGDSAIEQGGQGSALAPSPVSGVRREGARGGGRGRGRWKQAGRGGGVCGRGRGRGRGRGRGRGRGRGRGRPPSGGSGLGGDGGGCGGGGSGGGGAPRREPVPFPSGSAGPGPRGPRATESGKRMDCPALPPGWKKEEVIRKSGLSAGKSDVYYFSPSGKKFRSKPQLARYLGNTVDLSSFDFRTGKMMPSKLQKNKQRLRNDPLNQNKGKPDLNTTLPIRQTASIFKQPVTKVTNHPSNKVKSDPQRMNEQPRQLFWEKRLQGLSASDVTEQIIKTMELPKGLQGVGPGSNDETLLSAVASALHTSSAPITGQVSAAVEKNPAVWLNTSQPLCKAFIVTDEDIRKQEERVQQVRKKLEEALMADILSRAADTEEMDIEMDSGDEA
# HTRA1 inh: blocks human HTRA1 serine peptidase; recombinant HTRA1, FP-rhodamine activity-based probe, fluorescence polarization; inhibition, % at 5.96 µM; 340,000 tested, 0.5% active; AID 504803; in the data active = inhibition above about 36%;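 also: 0% = enzyme with DMSO and 100% = wells lacking enzyme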
# * hit, by the source's call; x = not tested or not shown. These rows are one share of the data. The share of hits here may be higher or lower than overall.
SMILES,NPR2 activator,ABHD4 inh,TCR-CD3 inh,SIAE inh,PRMT1 FP inh,GC-A act,UHRF1 MBD2 ctr,rCAG binder,MBD2 inh,HTRA1 inh
O=C(Nc1ccc(F)cc1)c1sccc1SCc1cccc(C(F)(F)F)c1,-5,-27,5,-14,0,-4,1,0,-4,-74
Cc1ccc(Cn2cccc2/C=N/NC(=S)Nc2ccc(C)cc2)cc1,1,7,4,2,-1,-12,0,5,-3,-9
Cc1cccc(CC2CC(=O)N(c3ncccn3)C2=O)c1 (stereo not given),0,-1,-4,-2,-1,-3,1,3,-3,8
COCCn1c(-c2ccccc2Cl)nc2c(c(=O)c3ccccc3n2C)c1=O,1,0,7,4,1,7,-4,0,-4,6
Cc1ccc(NC(=O)CN2C(=O)NC3(CCCCCCC3)C2=O)cc1C,2,4,-1,-1,-2,-3,1,-2,1,-2
O=C(NCC1CCCO1)C(=O)N/N=C/c1ccc(OCc2ccccc2Cl)cc1 (stereo not given),0,-2,5,7,1,6,0,-1,-2,2
COC(=O)C1=C(C)NC(=O)NC1c1cc(Cl)ccc1OC (stereo not given),5,0,1,11,3,-6,4,-1,3,2
COc1ccc(NC(=O)CN2C(=O)C(C)SC(C)C2=O)cc1 (stereo not given),-4,1,5,5,1,0,1,-2,-4,-3
CCOC(=O)C(C(=O)OCC)C(C)(C)/C(C)=N\Nc1ccc([N+](=O)[O-])cc1[N+](=O)[O-],4,0,-5,8,0,-5,4,0,-2,6
Cc1cc(NS(=O)(=O)c2ccc(Nc3nc(-c4ccc(O)cc4)cs3)cc2)no1,2,42*,12,-3,2,-2,-3,52*,0,-1
CC1(C(=O)Nc2ccccc2)CCN1C(=O)CCc1ccc(Cl)cc1Cl (stereo not given),-8,-3,-5,19*,-1,-4,0,-1,-6,x
c1cnc2ccc(C(c3nnnn3C3CCCC3)N3CCN(c4nc5ccccc5s4)CC3)cc2c1 (stereo not given),0,-16,5,-7,-2,0,0,5,-1,-43
CCc1ccccc1NC(=O)C1CCN(S(=O)(=O)c2ccc3c(c2)N(C(C)=O)CCO3)CC1,-1,-1,-7,0,1,3,1,-1,2,4
COCCNC(=O)c1onc(CSc2cccc(C)c2)c1C(=O)O,1,7,8,-5,1,-1,-1,1,0,7
COc1ccc(CC(=O)NNC(=O)c2ccc(NC(C)=O)cc2)cc1,4,4,1,1,1,6,4,5,-6,5
CC(C)[C@H](NC(=O)OCc1ccccc1)C(=O)N[C@@H](Cc1ccccc1)C1(O)CN(C)C(C(=O)NCc2ccccn2)CO1 (stereo not given in full),1,-5,x,0,4,0,-2,x,3,x
O=C(CCCN1C(=O)/C(=C/c2ccc(F)cc2)SC1=S)NCCCn1ccnc1,-5,-55,-11,-1,14,-2,-4,-2,0,-14
CN(C)CCCNC(=O)/C=C/c1ccc(OCc2c(F)cccc2Cl)cc1,-7,8,3,1,-3,-8,-2,1,3,-7
CCOC(=O)Cn1c(-c2ccc(Cl)nc2)nc2ccccc21,31,2,0,5,2,23,-4,0,-2,10
CCOc1ccccc1NC(=O)CCCN1C(=S)NC(C)(C)CC1C (stereo not given),2,-5,-6,-2,1,-1,5,-6,1,7
CC1(C)Nc2ccccc2C(=O)N1NS(=O)(=O)c1ccccc1,3,0,0,-7,-2,6,-3,-1,0,2
COc1ccc2cc(C#N)c(SCC(=O)NNC(=O)Cc3ccccc3)nc2c1,-13,-2,8,-25,1,-9,-1,2,3,4
COC(=O)C1=C(C)NC2=C(C(=O)CCC2)C1c1cccs1 (stereo not given),-1,-8,4,8,-2,-1,-1,-1,-2,x
O=C(Nc1cnn(Cc2ccccc2)c1)c1nc2ncccn2n1,6,-2,-1,1,1,3,-2,0,1,3
Cc1ccc(CNC(=O)COC(=O)c2ccc(Br)o2)cc1,4,-2,3,-2,-5,3,-2,2,3,-10
O=C1NC[C@@H](CCCCN2C[C@H](Cc3ccccc3)N(CC3CCCCC3)C(=O)C2=O)N(CC2CCCCC2)C1=O,-4,2,4,-7,-4,1,0,4,-4,x
CCOC(=O)c1sc(NC(=O)CSc2nnnn2-c2ccc(C)cc2C)nc1C,1,3,0,-6,0,-1,2,3,-5,-1
COc1ccc(NC(=O)CN(C)CC(=O)NC2CCC(C)CC2)cc1 (stereo not given),2,0,2,3,-4,-1,-4,0,2,8
O=C(CSc1n[nH]c(-c2cccs2)n1)N1CCN(S(=O)(=O)c2ccccc2)CC1,-10,0,-9,15,1,-1,-1,5,-5,-2
CCc1nnc(NC(=O)CSc2nnc(-c3cc4ccccc4cc3O)n2CC)s1,-3,-5,3,4,3,-3,-1,12,-2,-14
CCOCC(=O)N1CCC(Cc2ccccc2)CC1,0,6,1,-1,-3,-2,-3,-4,-4,x
O=C(COc1ccccc1Cl)NCCCNC(=O)c1ccco1,-5,-1,1,-6,4,0,0,-2,-1,2
Clc1ccc(N/N=C/c2cccnc2)cc1,7,-6,2,10,7,-5,1,2,0,-5
Cc1cccc(-n2cnc3sc(C)c(C)c3c2=O)c1,-5,9,-4,9,-3,3,0,-4,3,-3
NS(=O)(=O)c1ccc(N=Nc2c(O)[nH]c3ccc(Br)cc23)cc1,-5,-7,1,4,2,-8,-6,52*,-3,-22
Cc1ccccc1CSc1nnc(-c2cccs2)n1Cc1ccco1,-13,-8,1,1,1,-17,0,-6,0,-14
CCC(=O)Nc1ccc(Br)c(Cl)c1,-4,2,-4,-5,4,-4,5,-1,5,-1
O=c1cc(CSc2ccccc2)[nH]c2ccccc12,-6,3,7,1,-5,-4,-3,1,-7,1
CCCNC(=O)NC(=O)COC(=O)CC(NC(N)=O)c1ccc(Cl)cc1 (stereo not given),4,0,-1,-2,1,-1,3,-2,0,1
CCn1c(C(=O)N2CCc3ccccc3C2)cc2sccc21,-5,-4,-7,11,25*,-9,1,8,6,-6
C=CCn1c(=O)/c(=C\c2ccccn2)s/c1=C(/C#N)C(=O)NCC1CCCO1 (stereo not given),-1,1,4,16,1,1,2,0,-4,-2
O=C(CCC1CCCN(C(=O)c2cccnc2)C1)NCc1ccccc1F (stereo not given),-1,-5,-4,-1,0,5,-2,-5,-4,7
O=C(NCc1ccccc1)c1cc(C2CCCN(C(=O)c3ccccc3)C2)on1 (stereo not given),-6,1,-7,4,1,-3,4,-1,1,x
COc1cc(OC)cc(C(=O)NCc2ccc3[nH]c(C)cc3c2)c1,-5,-3,1,1,7,-2,-3,20,1,-11
CC1Oc2ccccc2N(CC(=O)Nc2ccccc2F)C1=O (stereo not given),-3,-7,-6,5,2,-2,3,-1,-1,1
O=C(/C=C/[C@H]1O[C@@H](n2cnc3c(NC(=O)c4ccccc4)ncnc32)[C@H](O)[C@@H]1O)NC1CCCCC1,-1,-7,1,0,-4,3,0,1,0,x
Cc1ccc(N(C(=O)c2ccco2)C(C(=O)NC2CCCC2)c2cccnc2)cc1 (stereo not given),2,-3,9,-8,-9,-7,0,-1,10,4
COc1cccc(Cn2cc(COC(=O)NCCc3c[nH]c4ccccc34)nn2)c1,3,4,x,0,1,-2,3,4,2,x
Cc1ccc(C(=O)Nc2ncccc2C)cc1S(=O)(=O)N1CCOCC1,8,3,8,-1,0,-1,2,-1,-5,7
CC(C)c1nc(SCc2ccccn2)c2c(=O)n(C)c(=O)n(C)c2n1,2,-1,9,-8,0,1,-1,1,-1,-4
C=C(C)c1nc2cc(OC)c(OC)cc2c(=O)o1,-10,2,0,-5,-2,-1,0,4,-2,3
O=[N+]([O-])c1cc2c(c(CSc3nnnn3-c3ccc(O)cc3)c1)OCOC2,-4,-3,8,1,1,5,0,6,-5,-11
Cc1nn(-c2ccccc2)cc1/C=N/NC(N)=S,-7,-3,-12,9,3,-2,1,0,0,x
COc1ccc(-c2csc(NNC3=NCCCCC3)n2)cc1,2,10,6,6,38*,-3,-3,0,-8,x
COc1cc(NC(=O)CC2NCCNC2=O)cc(OC)c1 (stereo not given),0,0,1,-4,-2,4,1,4,-1,8
O=C(CSc1nc2ccccc2c(=O)n1Cc1ccc(F)cc1)NCc1cccs1,4,7,-5,-2,0,-2,5,-2,1,-6
O=C(O)C(=Cc1ccccc1)Cc1ccccc1,0,3,-6,-1,1,5,2,1,7,-2
O=C(Oc1ccc(-c2nnco2)cc1)N1CCOCC1,-2,0,2,-1,0,2,-2,0,-5,2
Cc1ccccc1NC(=O)/C=C/c1cccc(C(F)(F)F)c1,14,-7,3,-7,0,16,-2,-4,-10,-19
COc1cc(NC(=O)c2cccc(Cl)c2)c(OC)cc1NC(=O)CN1CCOCC1,-2,1,0,0,0,-2,-2,-2,0,-9

# Reformatted: 4 of the compounds above
canonical_smiles	NPR2 activator	ABHD4 inh	TCR-CD3 inh	SIAE inh	PRMT1 FP inh	GC-A act	UHRF1 MBD2 ctr	rCAG binder	MBD2 inh	HTRA1 inh
CC1(C(=O)Nc2ccccc2)CCN1C(=O)CCc1ccc(Cl)cc1Cl (stereo not given)	-8	-3	-5	19*	-1	-4	0	-1	-6	x
Cc1ccccc1CSc1nnc(-c2cccs2)n1Cc1ccco1	-13	-8	1	1	1	-17	0	-6	0	-14
Cc1ccc(Cn2cccc2/C=N/NC(=S)Nc2ccc(C)cc2)cc1	1	7	4	2	-1	-12	0	5	-3	-9
O=C(/C=C/[C@H]1O[C@@H](n2cnc3c(NC(=O)c4ccccc4)ncnc32)[C@H](O)[C@@H]1O)NC1CCCCC1	-1	-7	1	0	-4	3	0	1	0	x

# Further structures follow.
SMILES,NPR2 activator,ABHD4 inh,TCR-CD3 inh,SIAE inh,PRMT1 FP inh,GC-A act,UHRF1 MBD2 ctr,rCAG binder,MBD2 inh,HTRA1 inh
CC(=O)NC(O)C(=O)c1ccccc1 (stereo not given),4,1,7,-7,-1,1,-1,7,-2,-1
Cc1cc(C(=O)OCC(=O)N(C)c2ccccc2)c(C)o1,2,6,5,5,-3,3,-2,1,-1,4
CCOC(=O)CSc1nc2c(c(=O)n(Cc3ccccc3Cl)c(=O)n2C)n1C,6,0,-9,3,4,12,2,4,3,-2
O=C(CCS(=O)(=O)c1ccc(F)cc1)Nc1nccs1,4,6,-3,-4,-1,0,-3,1,2,4
COc1ccccc1-c1nnc(NC(=O)CCS(=O)(=O)c2ccccc2)o1,1,-3,3,6,1,4,3,-2,0,-2
CN(C)/C(CN1CCN(C=O)CC1)=C1\N=C(c2ccccc2)OC1=O,3,10,-3,2,-1,15,-4,-6,1,4
COc1ccc(CCNC(=O)CCn2c(=O)c3ccccc3n(CC(=O)NCC3CCCO3)c2=O)cc1OC (stereo not given),-4,-1,6,-2,-1,2,2,-3,1,0
Cc1ccc(C2=NN(C(=O)CCCC(=O)O)C(c3ccc4c(c3)OCO4)C2)cc1 (stereo not given),-1,1,-1,-1,-1,1,-1,10,-3,-1
Cc1ccccc1CSc1nnc(CCCCCNC(=O)OC(C)(C)C)o1,0,4,-6,-8,4,-2,1,-12,3,x
Cc1ccc(NC(=O)CN2C(=O)C3CC=CCC3C2=O)cc1S(=O)(=O)N1CCOCC1 (stereo not given),-5,4,-8,-2,2,-3,2,4,5,5
O=C(c1ccccc1NS(=O)(=O)c1ccc(F)cc1)N1CCOCC1,0,3,9,0,-1,0,1,1,-2,2
O=C(O)CCN1C(=O)c2ccc(NC(=O)C(c3ccccc3)c3ccccc3)cc2C1=O,3,-13,-1,-5,7,-3,8,48*,0,-8
CC(=O)Nc1ccc(NS(=O)(=O)C(F)(F)F)cc1,1,-2,-5,12,-2,-1,8,2,1,-2
Cc1ccc(NC(=O)[C@@H]2CCCN2S(=O)(=O)c2ccc(Cl)cc2)cc1,0,3,-10,2,5,0,1,2,0,-17

# Assay outcomes deposited in PubChem BioAssay by several laboratories.
